# Insulin prom up: insulin promoter activators in MIN6 cells, imaging, high-content screening, mouse beta cells; MIN6 insulin promoter-GFP reporter; stronger effect = higher value; z-score at 5 µM; AID 1625, 2009; actives 0.3% (n = 190,000);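 active means z-score above 3 at 5 µM with at least 500 cells counted in the well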
# ER stress rescue: rescue of cells from ER stress-induced death, primary screen, 384-well, CSM14.1, thapsigargin, ATP luminescence (AID 1222). CSM14.1 thapsigargin-induced death rescue, ATP luminescence; higher % means a stronger effect. one-dose cellular ATP content (survival), % at 20 µM; EC50 in µM for titrated hits. 190,000 tested, under 10 active;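 active means EC50 below 50 µM in the dose-response confirmation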;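 further: death triggered by thapsigargin at about 15 µM added after 2 h compound pretreatment; cell ATP read after overnight thapsigargin exposure of roughly 18 to 22 hours; normalized against plate controls of thapsigargin alone and 5% DMSO vehicle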
# MT stabilizer: microtubule stabilizers in HeLa cells, primary screen, imaging, high-content imaging; actives 0.83% (n = 200,000); HeLa tubulin immunostaining HCS, 24 h; share of cells brighter than vehicle mean+2SD; % tubulin-high responders, % at 10 µM;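 active means plate Z-score above 3 for both tubulin-high and condensed-nucleus cell shares, with cell loss under 80%, at 10 µM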;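 further: anti alpha tubulin signal scored within the nucleus-defined area of each cell; some results filed as inactive read as strong as hits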
# P. falciparum M17LAP: P. falciparum M17LAP inhibitors, primary screen, biochemical, fluorogenic H-Leu-NHMec substrate, 1536-well (AID 1619). Leucine aminopeptidase (Plasmodium falciparum (isolate 3D7)). recombinant M17LAP, H-Leu-NHMec fluorogenic kinetic assay; higher % means a stronger effect. inhibition, % at 30 µM, or IC50 in µM where a hit was titrated. actives 0.38% (n = 220,000);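 active means compound inhibiting the enzyme by more than half at any dose during confirmatory dose-response retesting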;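 further: plate controls were full reaction with DMSO carrier for no effect and no enzyme background for full effect; strong numbers were not always called active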
# Yfh1-depleted yeast: enhancers of respiration in Yfh1-depleted yeast, dose response, Friedreich's ataxia, plus single-dose screen (AID 1465); S. cerevisiae Yfh1-off respiration, WST-1 reduction, 72 h; higher fold induction means a stronger effect; fold induction at 50 µM; hits with a dose series show EC50 in µM; actives 0.074% (n = 220,000);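 active means fold induction of absorbance versus untreated yeast above a set limit, then at least 30% activation at any dose in follow-up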;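 further: activators that raise dye reduction in frataxin-depleted yeast; strong numbers were not always called active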
# Dynein transport: inhibitors of GR-EGFP nuclear translocation, primary screen, dynein cargo transport inhibitor project, imaging, high-content, 3617.4 mouse cells. AID 1381, 2008. z-score, hits read low. actives 0.47% (n = 220,000). test concentration mostly 20 µM; stimulated with dexamethasone, 1 µM; stronger effect = lower value;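 active means plate z-score of nuclear minus cytoplasmic receptor signal below a set negative limit, without overly bright fluorescence or cell loss, cut at about -3.5 in these data, passing the limit was not always enough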;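 further: z-score of nuclear minus cytoplasmic ring GR-EGFP intensity difference per well; some compounds called inactive have numbers as strong as hits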
#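 Buffer or medium: Induction medium lacking tetracycline, stripped serum | Also added: Dexamethasone agonist, 1.0 µM final, for 30 min | Timing: 48 h induction, 1 h compound, 30 min dex at 37 °C | Detection: Formaldehyde fixation, Hoechst nuclear stain, 10x automated fluorescence imaging | Measure: Nuclear versus cytoplasmic GR-EGFP signal, averaged per well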
# Autophagy HCS: autophagy modulators in MEF cells, primary screen, imaging, high-content, MEF GFP-LC3; MEF GFP-LC3 puncta imaging; test concentration mostly 10 µM; calls only at 10 µM (by protocol); actives 0.98% (n = 190,000);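 active means percentage of spot-positive cells more than 3 SD above its plate mean, without a fluorescence outlier flag or 80% toxicity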;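 further: spot-positive cell cutoff set from DMSO-treated cells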
# Lipid droplet: inhibitors of hepatocyte lipid droplet formation, primary screen, imaging, high-throughput imaging, BODIPY stain | AML12 mouse hepatocytes, oleate lipid droplets | inhibition, % at 6.5 µM | actives 0.4% (n = 240,000);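 active means lipid droplet intensity inhibited by at least 50%, with more than 500 cells counted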
#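 System: AML12 hepatocytes (mouse). Probe or stimulus: oleic acid at 100 µM to induce lipid droplet formation. Times: overnight treatment with compound plus oleate. Detection: Image-based BODIPY and DAPI two-channel analysis. Evaluation: percent inhibition of filter-corrected integrated lipid droplet intensity per well.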
# P. falciparum M1AAP: P. falciparum M1AAP inhibitors, biochemical, fluorogenic H-Leu-NHMec substrate, 1536-well (AID 1445) | Aminopeptidase N (Plasmodium falciparum (isolate 3D7)) | actives 0.42% (n = 220,000) | recombinant M1AAP, H-Leu-NHMec fluorogenic kinetic assay; higher % means a stronger effect | inhibition, % at 30 µM; hits with a dose series show IC50 in µM;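 active means primary inhibition above the hit cutoff, then over 50% inhibition at one or more dose response concentrations, cut at about 23% in these data, passing the limit was not always enough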;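 further: plate controls were DMSO full reaction for no effect and no enzyme background for full effect; strong numbers were not always called active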
# Dynein transport cytoplasmic EGFP: recorded beside Dynein transport, whose call it bears; z-score; measured here: cytoplasmic GR-EGFP intensity; stronger effect = higher value
# Dynein transport nuclear GR-EGFP: further read-out of Dynein transport, marked with its call; z-score; measured here: nuclear GR-EGFP intensity;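 lower value marks the stronger effect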
# Dynein transport cell count: further read-out of Dynein transport, marked with its call; z-score; measured here: cell count per field
# Insulin prom up cell count: further read-out of Insulin prom up, marked with its call; cell count; measured here: cytotoxicity, nuclei count;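 total cells summed across four imaged fields per well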
# Lipid droplet cells 6.5 µM: second read-out of Lipid droplet, no call of its own (marks repeat the call); cell count; measured here: cell count, cytotoxicity flag;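 cells counted across two imaged fields per well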
# MT stabilizer Hoechst-high %: also measured in MT stabilizer; calls as there; % Hoechst-high responders; measured here: nuclear condensation Hoechst responders;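 share of cells brighter than vehicle mean plus two SD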
# MT stabilizer cytotoxicity %: second read-out of MT stabilizer, no call of its own (marks repeat the call); toxicity, %; measured here: cytotoxicity by cell density;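 0% = mean cell density of plate MIN control wells and 100% = no cells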
# Autophagy HCS cell loss 18 h: second read-out of Autophagy HCS, no call of its own (marks repeat the call); toxicity, %; measured here: cell loss, nuclei count;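 cell loss after 18 h compound exposure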
# * marks the source's active call; other numbers are inactive results; i = inactive; . = no result given; + = active, no number.
# Below each compound: Insulin prom up cell count	MT stabilizer Hoechst-high %	Lipid droplet cells 6.5 µM	Autophagy HCS	Autophagy HCS cell loss 18 h	MT stabilizer cytotoxicity %	ER stress rescue	Dynein transport cell count	Yfh1-depleted yeast	Lipid droplet	MT stabilizer	P. falciparum M1AAP	Dynein transport	Dynein transport cytoplasmic EGFP	P. falciparum M17LAP	Insulin prom up	Dynein transport nuclear GR-EGFP
- Cc1nnc(SCc2ccccc2CSc2nnc(C)s2)s1
    1296	1.8	668	i	-16	11	.	-1.4	i	-5	1.8	-14%	1.8	-0.098	-43%	-0.16	0.97
- O=C(Nc1ccc(F)cc1)c1ccccc1NS(=O)(=O)N1CCCC1
    1468	2.0	724	i	14	2.2	-1.0%	0.5	i	-6	3.2	5%	-0.86	-0.13	-2%	0.45	-0.21
- Cc1ccc(S(=O)(=O)c2nc(-c3ccc(F)cc3)oc2SCC(N)=O)cc1
    1186	17	747	i	2	97	-2.8%	-0.097	i	-2	7.5	2%	0.023	-0.22	0%	-0.91	0.38
- CCOC(=O)/C=C1\CC(=O)Nc2cc(C)c(C)cc2N1
    1296	1.9	706	i	-7	3.2	3.5%	-0.11	i	-1	3.5	1%	0.049	-0.25	6%	0.09	-0.23
- CCc1noc(N)c1C(=O)Nc1ccc(F)c(Cl)c1
    1442	3.1	.	i	-10	1.4	-1.2%	0.13	i	.	4.8	-5%	0.28	-0.31	7%	0.03	0.39
- CC(C)(C)n1ncc2c(=O)n(CC(=O)NCc3ccc(F)cc3)cnc21
    1443	30*	.	i	2	31*	-1.2%	-0.88	i	.	47*	4%	0.081	-0.19	4%	-1.3	0.31
- O=C1CC(N2CCN(c3ccccc3F)CC2)C(=O)N1c1ccc(F)cc1 (centres undefined)
    .	1.6	.	i	-2	0.8	.	0.8	i	.	2.7	.	-0.51	-0.24	.	.	-0.41
- N#CCC(CNc1ncc(C(F)(F)F)cc1Cl)OC(=O)c1ccc(Cl)cc1 (centres undefined)
    1428	1.5	.	i	-1	4.5	3.8%	0.009	i	.	1.6	-4%	-0.19	-0.35	-1%	-1.7	0.089
- CCc1cc2c(NC(C(=O)O)C(C)C)ncnc2s1 (centres undefined)
    .	1.8	624	i	1	4.3	-2.1%	-0.23	i	-25	2.1	11%	0.55	-0.26	25%	.	0.18
- COc1cccc(-c2nc(-c3ccc(NC(=O)Cc4ccccc4OC)cc3)no2)c1
    1220	10	749	i	-5	13	-1.9%	0.21	i	-7	4.2	0%	1.2	-0.11	2%	-0.65	0.78
- CC(C)N1C(=O)c2ccc(C(=O)O)cc2C1=O
    1205	2.6	661	i	-3	9.3	.	-0.36	i	-9	2.9	5%	0.64	-0.067	5%	2	0.31
- CC(C)=C1SC(N2CCN(c3cccc(C)c3)CC2)=NC1=O
    856	1.6	724	i	-11	8.8	7.0%	0.99	i	-6	1.8	12%	-1	-0.25	1%	-0.36	-0.25
- N/C(Cc1cccs1)=N\OC(=O)COc1ccc(Br)cc1Cl
    1629	1.4	.	i	2	3.4	-2.0%	0.75	i	.	1.9	5%	-0.49	-0.24	21%	-0.78	-1.1
- CC1C(=O)NN=C1C(=O)N/N=C/c1ccco1 (centres undefined)
    1307	1.3	699	i	7	12	-0.9%	-0.11	i	23	2.9	-5%	-0.057	-0.29	6%	-0.09	0.014
- O=C(N/N=C/c1ccncc1)c1ccc(NS(=O)(=O)c2cccs2)cc1
    .	1.6	673	i	26	4.8	-0.2%	-0.084	i	3	1.5	7%	-0.34	-0.3	30%	.	-0.019
- CN(C(=O)c1c(Cl)cnn1C)C12CC3CC(CC(C3)C1)C2
    1544	1.9	527	i	22	5.6	5.1%	0.91	i	-30	4.9	-2%	0.044	-0.3	4%	-0.07	-0.13
- COc1ccc(F)cc1C(=O)C1CCCN(C(=O)C2=C(C)OCCO2)C1 (centres undefined)
    1475	1.8	691	i	14	7.1	-1.2%	0.69	i	-30	4.6	-3%	-0.31	-0.29	-6%	0.05	-0.34
- N#CCCn1cc(/C=N/O)c(-c2ccccc2)n1
    .	1.3	883	i	0	8.2	-0.2%	0.4	i	8	1.0	3%	-0.38	-0.1	10%	.	-0.38
- O=C(COc1ccc2ccccc2c1)N1CCN(C(=O)c2ccco2)CC1
    1383	2.1	686	i	31	1.5	-6.8%	-0.095	i	-21	2.0	2%	0.65	-0.3	-2%	-0.03	0.56
- CCn1c(CNc2ccc(OC)cc2)nnc1SCC(=O)c1ccc(OC)cc1
    1105	2.5	691	i	2	5.5	-2.8%	0.058	i	-6	3.8	3%	-1.1	-0.23	14%	0.86	-0.35
- COc1ccc(OCc2nc3ccc(S(=O)(=O)Nc4ccccc4Cl)cc3[nH]2)cc1
    1554	2.4	619	i	-13	9.0	-0.2%	0.16	i	7	3.4	-6%	-0.16	-0.18	0%	0.07	-0.057
- O=C(CC1C(=O)N(Cc2ccccc2)C(=S)N1CCN1CCOCC1)Nc1ccc(F)cc1 (centres undefined)
    .	2.6	703	i	-9	6.5	-1.8%	-0.21	i	-5	2.8	2%	-0.88	0.23	1%	.	-0.55
- CCN(CC)C1=N/C(=C\c2ccc(OC)cc2)C(=O)N1c1ccccc1
    1224	2.2	.	i	3	7.2	-3.6%	-0.17	i	.	2.5	3%	0.14	-0.25	-20%	-1.2	0.059
- CNC(=O)CCSSCCC(=O)NC
    1281	2.5	713	i	-3	11	-1.2%	-0.72	i	0	2.2	5%	0.46	-0.26	-4%	0.01	0.54
- Cc1cc(C)nc(NC(=O)/C=C/c2cccs2)c1
    1482	2.0	.	i	1	7.2	-1.8%	0.85	i	.	1.1	7%	-0.87	-0.041	8%	0.36	-0.43
- C=CCOc1c(CNc2ncn[nH]2)cccc1OC
    1472	1.7	.	i	6	2.4	-0.4%	-0.071	i	.	6.3	-7%	0.38	-0.28	49%	-0.61	-0.44
- N#Cc1nc(-c2ccc(Cl)cc2)oc1NCCc1ccccn1
    1709	2.4	550	i	-2	9.1	-0.8%	-0.9	i	-2	4.1	0%	0.94	-0.25	-6%	0.13	0.4
- Cc1nonc1C(=O)N/N=C/c1ccc(O)cc1
    1474	2.4	567	i	-17	10.0	-2.8%	0.21	i	1	1.3	31%	0.32	-0.23	5%	-0.37	0.29
- CCN(CC)S(=O)(=O)c1cccc(NC(=O)c2ccc(-n3nc(C)cc3C)cc2)c1
    1455	1.6	600	i	-11	13	-0.4%	-1.4	i	-16	9.4	-1%	0.26	-0.093	4%	-0.48	0.29
- COc1cc(/C=C2\SC(=O)N(CCNC(=O)c3sc4cc(F)ccc4c3Cl)C2=O)cc(OC)c1OC
    1457	2.6	777	+	43*	0.2	-1.7%	0.29	i	-3	3.8	-2%	-1.6	1	5%	-1.1	-0.55
- COc1ccc(N2C(=O)CC(NC34CC5CC(CC(C5)C3)C4)C2=O)c(OC)c1 (centres undefined)
    1274	1.5	736	i	-1	8.3	-1.7%	0.46	i	6	2.4	-4%	-1.2	-0.17	8%	-0.27	-0.31
- N=c1n(CCN2CCCC2)c2ccccc2n1CC(O)c1ccc(Cl)c(Cl)c1 (centres undefined)
    759	14	638	+	14*	4.5	-5.3%	-2	i	-11	6.3	.	4	1	.	-1.8	3
- O=[N+]([O-])c1ccc(OCCN2CCCCCC2)cc1
    1491	1.6	620	i	-42	9.8	-0.8%	0.7	i	-13	3.9	5%	-0.54	-0.28	16%	0.12	-0.3
- Cc1n[nH]c(=O)nc1NCc1ccccc1Cl
    1600	2.0	.	i	-8	10	1.5%	0.71	i	.	1.6	-1%	-0.67	-0.2	12%	-0.18	-0.42
- COc1ccc(Nc2nc(NN)nc(C)c2[N+](=O)[O-])cc1
    1523	1.9	680	i	-4	8.0	-2.1%	0.86	i	1	2.7	4%	-1.5	-0.25	-4%	0.04	-0.74
- COc1cc(C(=O)Nc2ccc3c(c2)OCCO3)ccc1OC(F)F
    1393	2.8	.	i	-3	6.3	-1.4%	0.6	i	.	6.3	6%	0.45	-0.18	13%	-0.63	0.67
- O=C(CC1C(=O)NCCN1C(=O)Nc1ccc(F)cc1F)Nc1ccc(F)cc1 (centres undefined)
    1333	.	751	.	.	.	.	-0.45	i	2	.	6%	1.3	-0.27	4%	0.29	0.3
- O=C(O)CCC(=O)N1CCc2cc(S(=O)(=O)N3CC=C(c4ccccc4)CC3)ccc21
    955	3.6	.	i	1	6.0	0.1%	0.27	i	.	1.6	6%	-0.61	-0.2	6%	0.94	-0.31
- COC(=O)[C@H](CCSC)NC(=O)NCc1ccccn1
    1030	1.5	.	i	-1	9.4	-1.0%	0.35	i	.	4.6	7%	-0.28	-0.38	4%	1.4	0.16
- COc1ccc(NC(=O)c2cnc3sccn3c2=O)cc1
    1269	2.1	778	i	13	4.5	0.5%	0.49	i	16	4.7	6%	0.48	-0.18	-1%	0.53	0.35

# Compound activity as filed in PubChem BioAssay.

# Compounds were not picked by outcome. Share with any hit: about 3.5%.
